Gal4-VP16 FLuc: VP16 counterscreen qHTS for inhibitors of ROR gamma transcriptional activity | Drosophila S2 Gal4-VP16 UAS-luciferase, luminescence, 20 h | Potency, µM (top dose mostly 53.6 µM), inactives show top-dose activity, negative = inhibition, most hits filed as inhibitors | 3.5% of 310,000 active;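 further: Gal4-VP16 expression switched on by copper sulfate through the metallothionein promoter; potency means the concentration at half of the fitted maximal effect; on the % scale 0 is the no-effect control and ±100 the full control effect; nearly all actives have a fitted effect of over 50% in size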
RORg inh: qHTS for inhibitors of ROR gamma transcriptional activity; Drosophila S2 Gal4-RORgamma UAS-luciferase reporter, 20 h; Potency, µM (doses to about 53.6 µM), for inactives: top-dose activity change, negative = inhibition, most hits filed as inhibitors; 5.4% of 310,000 active; AID 2551, 2010; further: potency means the concentration at half of the fitted maximal effect; on the % scale 0 is the no-effect control and ±100 the full control effect; nearly all actives have a fitted effect of over 60% in size
Target sequence (P51450 whole entry, looked up, the tested form may be a part): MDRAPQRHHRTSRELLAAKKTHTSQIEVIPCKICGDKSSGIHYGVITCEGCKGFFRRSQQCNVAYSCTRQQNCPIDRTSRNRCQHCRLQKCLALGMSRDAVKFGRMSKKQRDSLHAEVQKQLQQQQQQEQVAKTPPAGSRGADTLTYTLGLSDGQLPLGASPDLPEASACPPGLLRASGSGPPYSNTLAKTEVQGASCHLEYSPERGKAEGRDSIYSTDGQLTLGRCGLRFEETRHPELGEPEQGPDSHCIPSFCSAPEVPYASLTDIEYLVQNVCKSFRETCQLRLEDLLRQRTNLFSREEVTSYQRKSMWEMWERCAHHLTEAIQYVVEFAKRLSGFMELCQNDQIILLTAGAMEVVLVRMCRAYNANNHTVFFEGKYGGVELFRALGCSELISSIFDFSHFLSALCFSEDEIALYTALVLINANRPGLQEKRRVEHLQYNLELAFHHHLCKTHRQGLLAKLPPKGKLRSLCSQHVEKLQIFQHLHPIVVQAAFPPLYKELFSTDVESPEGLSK
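Luciferase reporter read in Schneider cells carrying Gal4-RORγ (mouse) and UAS-Photinus luciferase; cells given compound 1 h before 700 uM copper sulfate induction, then incubated 20 h at ambient temperature.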
TRPV1 agonist: HTS Assay for Compounds that Act as Agonists of the Vanilloid Receptor 1 | Transient receptor potential cation channel subfamily V member 1 (Homo sapiens), Q8NER1 | TRPV1-expressing cells, Fluo-8 calcium influx, agonist mode | activation, % at 8.33 µM | 0.19% of 320,000 active | AID 540275, 2011; in the data active means activation above about 80%; inconclusive means between about 30% and that limit; further: 0% is about no effect
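Fluo-8 calcium influx in TRPV1-expressing cells, kinetic read (ex 480/em 520 nm). Compound added and read 3 min for agonist activity, followed by capsaicin at EC20 final and 2 min further read for enhancement.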
Rab9 prom act: qHTS Assay for Rab9 Promoter Activators; Huh7 Rab9 promoter-luciferase reporter, luminescence, 24 h; Potency, µM (series often up to 9.22 µM), for the others: at the top dose activation, negative = inhibition, actives largely listed as activators; 2.8% of 320,000 active; further: potency means the concentration at half of the fitted maximal effect; % of control where 0% means no effect; nearly all actives have a fitted effect of over 60% in size
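Stable Rab9-luc Huh7, 1500 cells/well, 2 h settle; cmpd in DMSO, 24 h, 37 °C/5% CO2; luciferase reagent 10 min RT; luminescence.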
NPC1 promoter act: qHTS Assay for NPC1 Promoter Activators | Huh7 NPC1 promoter luciferase reporter, 24 h | Potency, µM (top dose mostly 9.22 µM), for the others: at the top dose activation, most hits filed as activators | 2.4% of 320,000 active;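 further: potency means the concentration at half of the fitted maximal effect; % of control where 0% means no effect; nearly all actives have a fitted effect of over 60% in size; reporter is driven by a mutant NPC1 promoter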
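Luminescence from an NPC1 promoter-driven luciferase reporter in stably transfected Huh7 cells was measured after 24 h compound treatment at 37 °C, followed by 10 min ambient incubation with luciferase detection reagent.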
FLuc modulator: qHTS profiling assay for firefly luciferase inhibitor/activator using purifed enzyme and Km concentrations of substrates (counterscreen for miR-21 project); Luciferin 4-monooxygenase (Photinus pyralis), P08659; purified FLuc, Km substrates, luminescence inhibition; Potency, µM (doses to about 57.5 µM), without a hit: top-dose activity change, negative = inhibition, actives largely listed as inhibitors; 6.9% of 360,000 active; AID 588342, 2011;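 further: potency means the concentration at half of the fitted maximal effect; plate controls were vehicle for no effect and reference inhibitor for full effect; nearly all actives have a fitted effect of over 55% in size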
Target sequence (P08659 whole entry, looked up): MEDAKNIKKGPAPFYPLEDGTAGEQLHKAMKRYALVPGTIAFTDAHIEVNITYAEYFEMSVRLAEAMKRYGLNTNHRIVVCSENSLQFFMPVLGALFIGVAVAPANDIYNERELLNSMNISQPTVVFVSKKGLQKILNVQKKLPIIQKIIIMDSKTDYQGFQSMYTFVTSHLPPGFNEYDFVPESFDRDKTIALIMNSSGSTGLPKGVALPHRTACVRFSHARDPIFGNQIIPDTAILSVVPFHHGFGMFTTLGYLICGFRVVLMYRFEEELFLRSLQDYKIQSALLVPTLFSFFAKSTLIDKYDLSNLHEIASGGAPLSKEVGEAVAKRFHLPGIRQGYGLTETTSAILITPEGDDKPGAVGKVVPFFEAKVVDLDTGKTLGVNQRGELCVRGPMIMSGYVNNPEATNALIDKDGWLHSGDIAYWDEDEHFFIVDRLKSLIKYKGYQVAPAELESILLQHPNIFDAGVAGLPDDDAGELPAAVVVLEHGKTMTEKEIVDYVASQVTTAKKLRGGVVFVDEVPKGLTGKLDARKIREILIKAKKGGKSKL
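Purified P. pyralis luciferase (10nM final) with 10uM D-luciferin and 10uM ATP (Km levels) in 50mM Tris acetate pH 7.5, 10mM Mg acetate, 0.01% Tween-20, 0.05% BSA; qHTS 6-point titration, ~60 µM downward; luminescence read.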
BRCA1 expr act: qHTS Assay to Identify Small Molecule Activators of BRCA1 Expression; Potency, µM (titrated, usually from 46.1 µM), inactives show top-dose activation, most hits filed as activators; 1.1% of 380,000 active; MCF7-BRCA1-FFLuc reporter, luminescence, 48 h; response scale: scaled: vehicle 0%, 10 µM genistein 100%; further: potency means the concentration at half of the fitted maximal effect; nearly all actives have a fitted effect of over 80% in size; some results filed as inactive show a strong effect at the top dose
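Compounds are tested at multiple concentrations on MCF7 BRCA1-luciferase reporter cells seeded at 2000 per well; after 48 h, a single luminescence end-point is taken and curves fitted to the normalized data.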
Tb PFK block: qHTS Assay to Find Inhibitors of T. brucei phosphofructokinase; 0.17% of 330,000 active; ATP-dependent 6-phosphofructokinase (Trypanosoma brucei brucei), O15648; T. brucei PFK, ADP-Glo luminescence; Potency, µM (titrated, usually from 57.5 µM), for the others: at the highest dose activity, negative = inhibition, usual class: inhibitors;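 further: potency means the concentration at half of the fitted maximal effect; 0% = uninhibited 1x PFK enzyme wells and -100% = no-enzyme wells; nearly all actives have a fitted effect of over 60% in size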
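PFK 1.25 nM, F6P 0.5 mM, ATP 0.1 mM, 0.1 M TEA pH 8.0, 5 mM MgCl2, 0.01% Tween20, 0.1% BSA; 45 min RT. ADP-Glo readout. qHTS titration up to 57 uM; curves fitted, compounds curve-classed.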
ELG1 DNA repair: qHTS screen for small molecules that inhibit ELG1-dependent DNA repair in human embryonic kidney (HEK293T) cells expressing luciferase-tagged ELG1; AID 504467, 2011; Potency, µM (top dose mostly 46.1 µM), for inactives: at the highest dose activity change, negative = inhibition, usual class: inhibitors; HEK293T ELG1-luciferase reporter, luminescence, 16 h; DNA damage induced by 5-fluorouridine; 2.3% of 330,000 active; further: potency means the concentration at half of the fitted maximal effect; on the % scale 0 is the no-effect control and ±100 the full control effect; nearly all actives have a fitted effect of over 55% in size
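5-Fluorouridine DNA damage + compound/DMSO, 2,000 cells/well, 16 h, 37 °C/5% CO2. ONE-Glo, 30 min RT, luminescence. Readout = decrease in reporter signal.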
ELG1 genotoxic: qHTS screen for small molecules that induce genotoxicity in human embryonic kidney (HEK293T) cells expressing luciferase-tagged ELG1. Potency, µM (titrated, usually from 46 µM), for inactives: top-dose activity change, positive = activation, usual class: activators. AID 504466, 2011. 1.3% of 330,000 active. HEK293T ELG1-luciferase reporter, luminescence, 16 h; further: potency means the concentration at half of the fitted maximal effect; % of control where 0% means no effect; nearly all actives have a fitted effect of over 60% in size
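16 hr compound incubation (37 °C, 5% CO2) of HEK293T cells carrying luciferase-tagged ELG1; luciferase then measured by ONE-Glo luminescence after 30 min at RT.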
p53 reactivation: qHTS assay for re-activators of p53 using a Luc reporter. 0.063% of 320,000 active. H1299 p53-A138V BP100-luciferase reporter, luminescence, 24 h. Potency, µM (series often up to 92.2 µM), for the others: at the top dose activity change, positive = activation, hits mostly activators; further: potency means the concentration at half of the fitted maximal effect; % of control where 0% means no effect; nearly all actives have a fitted effect of over 45% in size
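H1299 (p53-null), stable ts p53-A138V + BP100-Luc; 1000 cells/well, Opti-MEM/10% FBS; cpd 4 pt, 1:5; 24 h, 37 deg C, 5% CO2; detection reagent 10 min RT; luminescence.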
* marks the source's active call; other numbers are inactive results; ? = inconclusive; nt = not tested or not shown; & = joins results of further samples; [ ] = dose if it differs, or a comment. Unless noted, the call rests on the fitted dose curve; in most records, active means well fitted curve in the direction sought with a large enough effect; inconclusive means small, poorly fitted or top-dose-only effect, or another doubt; inactive means no such curve, though single readings can be large; an effect the other way counts as inactive or inconclusive. Random draw from the library. About 15% of those tested had a hit in this group.

1	COc1cccc(NC(=O)CN(C)C(=O)c2cccnc2Nc2cccc(C(F)(F)F)c2)c1
2	O=C(C1=C(O)C(=O)N(Cc2ccccc2)C1c1ccncc1)c1ccco1 (centres undefined)
3	CC(C)(C)NC(=O)COC(=O)c1ccccc1OCC(=O)Nc1ccc(Br)cc1
4	C#CCOC(=O)Nc1cnccc1C(F)(F)F
5	CCC(=O)OC1(C#CCOc2ccc(OC)cc2)CCN(C)CC1
6	COc1ccc(CN2CCC(CO)(CCOc3ccccc3)CC2)c(OC)c1C
7	CC(=O)N1CCC2(CC1)C/C(=N\NC(=S)Nc1ccccc1F)c1cc(O)ccc1O2
8	CN(C)C(CNC(=O)c1cccc(OC(F)F)c1)c1ccco1 (centres undefined)
9	COc1ccc(OC)c(/C=C/C(=O)NC2=NCCS2)c1
10	COc1cc2ccccc2cc1C(=O)N/N=C/c1cccnc1

Compound	1	2	3	4	5	6	7	8	9	10
Gal4-VP16 FLuc	nt	1%	-14%	0%	2%	3%	-5%	11%	0%	1%
RORg inh	nt	43%	50%	-3%	8%	-14%	13µM*	22%	27%	-3%
TRPV1 agonist	15	-2	?	1	1	4	-1	2	-1	7
Rab9 prom act	-4%	-1%	?	-12%	1%	-21%	-6%	-1%	27%	-10%
NPC1 promoter act	-5%	-4%	?	1%	-1%	0%	0%	0%	?	-16%
FLuc modulator	1%	0%	1.1µM*	-1%	0%	2%	?	-15%	-13%	-3%
BRCA1 expr act	-75%	9%	40%	27%	-31%	0%	-20%	-33%	-14%	-106%[inhibitor]
Tb PFK block	-5%	-5%	-18%	5%	15%	-3%	-5%	0%	0%	1%
ELG1 DNA repair	?	15%	?	9%	-1%	-7%	-10%	20%	-1%	-21%
ELG1 genotoxic	-7%	2%	1%	0%	8%	-8%	2%	1%	-2%	-6%
p53 reactivation	-20%	11%	15%	2%	-3%	-1%	-1%	21%	2%	0%

11	Cc1nc2c(n1O)CCC/C2=N\O
12	CC(C)c1ccc2oc(-c3cc(N)ccc3O)nc2c1
13	CCOC(=O)C1=C(C)N(C)C(=O)NC1c1cc2c(cc1Br)OCO2 (centres undefined)
14	Cc1ccc(C(=O)OCC(=O)N2c3ccccc3NC(=O)C2(C)C)cc1S(=O)(=O)N1CCCCC1
15	Cc1cc(C)nc(NC(=NCCc2c[nH]c3ccccc23)NC(=O)Nc2ccccc2)n1
16	Cc1cc(C)n2nc(N)c(N=Nc3cccc(Cl)c3)c2n1
17	Cc1ccc(S(=O)(=O)N2CCOCC2)cc1NC(=O)COC(=O)CNC(=O)c1ccc(Cl)cc1Cl
18	CCOCCCNC(=O)C1(O)c2cc(Br)ccc2NC(=O)N1c1ccc(C)c(C)c1 (centres undefined)
19	COc1cn(-c2ccccc2)nc1C(=O)OCC(=O)Nc1ccc(C)c(C)c1
20	COc1ccc(CCNC(=O)CCC(=O)N2CCOc3ccc(C)cc32)cc1OC

Compound	11	12	13	14	15	16	17	18	19	20
Gal4-VP16 FLuc	13%	22µM*	-9%	nt	-27%	?	-3%	3%	nt	0%
RORg inh	-1%	10µM*	0%	nt	-2%	?	5%	6%	nt	4%
TRPV1 agonist	1	1	1	nt	0	-7	-1	-2	0	-3
Rab9 prom act	-8%	?	2%	nt	0%	-2%	-1%	-8%	-2%	3%
NPC1 promoter act	-3%	0.89µM*	-3%	nt	-12%	2%	8%	1%	-2%	1%
FLuc modulator	11%	0.15µM*	2%	nt	-2%	?	-3%	0%	nt	-3%
BRCA1 expr act	-16%	14%	10%	-45%	-60%	-7%	-21%	-1%	7%	-9%
Tb PFK block	2%	-1%	5%	4%	-5%	0%	-8%	4%	0%	-2%
ELG1 DNA repair	9%	?	-7%	?	15µM*	-29%	?	-9%	?	-1%
ELG1 genotoxic	0%	?	-14%	-10%	-8%	2%	-1%	-6%	11%	-6%
p53 reactivation	2%	nt	-8%	-1%	-1%	12%	-5%	0%	-2%	3%

21	CC(Nc1ccc(Br)cc1)C(=O)Nc1cccc(S(=O)(=O)N2CCOCC2)c1 (centres undefined)
22	CC(C)COc1ccc(C(=O)Nc2cc(S(=O)(=O)N3CCOCC3)ccc2N2CCCC2)cc1
23	COc1ccc(C(C)=O)cc1COC(=O)c1c(C)nn(-c2ccccc2)c1C
24	Cc1ccc(CN2Cc3cccc4c3[C@@H](CC2=O)[C@H](O)[C@H](O)C4)cc1
25	O=S(=O)(Nc1ncnc2scc(-c3ccc(F)cc3)c12)c1cc(F)ccc1F
26	N#Cc1nc(-c2ccc(OCc3ccccc3)cc2)oc1NCCN1CCOCC1
27	CC(OC(=O)c1cccs1)C(=O)NCc1ccc2c(c1)OCO2 (centres undefined)
28	O=[N+]([O-])c1ccc2cn[nH]c2c1
29	COc1ccc(NC(=O)Nc2c(C)noc2-c2ccccc2)cc1
30	COc1cccc(NC(=O)CN(C)C(=O)CCCc2nc3ccccc3c(=O)[nH]2)c1

Compound	21	22	23	24	25	26	27	28	29	30
Gal4-VP16 FLuc	nt	nt	-5%	nt	-1%	-17%	-8%	3%&-3%	0%	nt
RORg inh	nt	nt	-17%	nt	99%	41%	-22%	34%&10%	-3%	nt
TRPV1 agonist	11	14	10	1	0	7	5	-2	3	1
Rab9 prom act	-3%	-3%	0%[1.84 µM]	-5%	-8%	9%	2%	-2%	-1%	-5%
NPC1 promoter act	-1%	-2%	-2%	-5%	-2%	2%	1%	8%	0%	-5%
FLuc modulator	2%	2%	1%	4%	7%	?	-1%	1%	3%	-1%
BRCA1 expr act	-28%	-5%	-23%	0%	-22%	nt	3%	6%	8%	1%
Tb PFK block	1%	-14%	-1%	-1%	19%	1%	2%	-21%	1%	-3%
ELG1 DNA repair	nt	?	-24%	10%	-12%	-13%	9%	-5%	2%	9%
ELG1 genotoxic	nt	1%	-7%	0%	-6%	-7%	3%	-1%	-2%	0%
p53 reactivation	nt	4%	-6%	-2%	2%	8%	-7%	2%	0%	11%

An excerpt from above in order of molar mass, highest first:
22	CC(C)COc1ccc(C(=O)Nc2cc(S(=O)(=O)N3CCOCC3)ccc2N2CCCC2)cc1
30	COc1cccc(NC(=O)CN(C)C(=O)CCCc2nc3ccccc3c(=O)[nH]2)c1
24	Cc1ccc(CN2Cc3cccc4c3[C@@H](CC2=O)[C@H](O)[C@H](O)C4)cc1

Compound	22	30	24
Gal4-VP16 FLuc	nt	nt	nt
RORg inh	nt	nt	nt
TRPV1 agonist	14	1	1
Rab9 prom act	-3%	-5%	-5%
NPC1 promoter act	-2%	-5%	-5%
FLuc modulator	2%	-1%	4%
BRCA1 expr act	-5%	1%	0%
Tb PFK block	-14%	-3%	-1%
ELG1 DNA repair	?	9%	10%
ELG1 genotoxic	1%	0%	0%
p53 reactivation	4%	11%	-2%

Structures listed so far marked active in NPC1 promoter act.
No.	compound	RORg inh	TRPV1 agonist	Rab9 prom act	NPC1 promoter act	Tb PFK block	p53 reactivation
12	CC(C)c1ccc2oc(-c3cc(N)ccc3O)nc2c1	10µM*	1	?	0.89µM*	-1%	nt

Continuation.
31	Cc1ccc(NC(=O)CN2C(=O)S/C(=C\c3cc(C)n(-c4ccc(C(=O)O)cc4)c3C)C2=O)cc1
32	O=C(C[n+]1cccc(NC(=O)c2ccccc2)c1)c1ccccc1
33	N/C(=N\OC(=O)Nc1ccc(Cl)cc1)c1ncc(C(F)(F)F)cc1Cl
34	CC(=O)NCCNS(=O)(=O)c1ccc(C)c([N+](=O)[O-])c1
35	Cc1ccc2cc(C#N)c(SCC(=O)Nc3ccc4sc(C)nc4c3)nc2c1

Compound	31	32	33	34	35
Gal4-VP16 FLuc	1%	8%[0.365 µM]	9%	1%	4%[0.365 µM]
RORg inh	16%	-5%	3%	0%	4%
TRPV1 agonist	-2	6	10	-1	16
Rab9 prom act	-8%	-4%	1%	-7%	-7%
NPC1 promoter act	-1%	-1%	-2%	-4%	4%
FLuc modulator	?	-2%	?	1%	-2%
BRCA1 expr act	-14%	-23%	?	-5%	nt
Tb PFK block	-3%	6%	-5%	-6%	8%
ELG1 DNA repair	6%	0%	?	-11%	-9%
ELG1 genotoxic	1%	15%	?	2%	-8%
p53 reactivation	-10%	0%	7%	4%	-3%

Assay outcomes as filed in PubChem.
